S1P4 agonist = human S1P4 receptor agonism; S1P4-expressing cell line, agonist reporter assay; activation, % at 4.98 µM; 220,000 compounds, 0.35% hits; in the data active = activation above about 11%;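 note: 0% = DMSO vehicle and 100% = reference agonist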
Target sequence (O95977 whole entry, looked up): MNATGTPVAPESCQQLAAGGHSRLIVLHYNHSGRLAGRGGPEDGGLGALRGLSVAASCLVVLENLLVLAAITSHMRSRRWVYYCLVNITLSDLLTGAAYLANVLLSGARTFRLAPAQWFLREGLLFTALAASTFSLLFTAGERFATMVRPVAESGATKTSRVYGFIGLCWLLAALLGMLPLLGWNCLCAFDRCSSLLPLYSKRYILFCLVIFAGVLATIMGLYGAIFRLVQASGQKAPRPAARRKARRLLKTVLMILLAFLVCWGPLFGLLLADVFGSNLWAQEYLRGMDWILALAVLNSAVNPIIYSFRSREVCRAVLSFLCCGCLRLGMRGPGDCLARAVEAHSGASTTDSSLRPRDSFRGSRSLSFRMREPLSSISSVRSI
NPY-Y2 PAM-ag = human NPY-Y2 potentiation or agonism, primary screen; P49146; cells expressing NPY-Y2, potentiator/agonist read-out; activation, % at 3.6 µM; 220,000 compounds, 0.45% hits; AID 1359; in the data active = activation above about 27%;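 note: cells stimulated with NPY near EC25 plus isoproterenol at EC100; 0% = vehicle plus submaximal agonist and 100% = vehicle plus saturating agonist; some results beyond the cut were filed as inactive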
NPY-Y1 PAM-ag = potentiates or activates human NPY-Y1 receptor; NPY-Y1 expressing cells, potentiator/agonist activation; activation, % at 3.6 µM; 220,000 compounds, 0.37% hits; in the data active = activation above about 33%, passing the limit was not always enough;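 note: cells stimulated with NPY at EC10 then isoproterenol at EC100; 0% = low agonist plus stimulus and 100% = saturating agonist plus stimulus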
BaF3 parental = counter-screen for JAK2V617F inhibitors: parental Ba/F3 viability inhibitors; CellTiter-Glo ATP luminescence; inhibition, % at 5.6 µM; 220,000 compounds, 1.1% hits;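 active = inhibition above a per-campaign cutoff, the mean inhibition of all tested compounds plus 3 SD, cut at about 27% in these data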;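 note: 0% = DMSO wells and 100% = JAK Inhibitor I control wells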
NPY-Y1 antag = blocks the human neuropeptide Y Y1 receptor | P25929 | HEK293-CNG Y1 cells, membrane potential fluorescence; NPY at EC95, then isoproterenol | inhibition, % at 3.6 µM | 200,000 compounds, 1% hits;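 active = inhibition above the campaign mean inhibition of all tested compounds plus 3 SD, cut at about 20% in these data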;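 note: 0% = DMSO wells given NPY plus isoproterenol and 100% = isoproterenol alone without NPY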
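System: HEK293 cells with Y1 receptor plus CNG channel / Probe or stimulus: NPY 25 nM then isoproterenol 1 µM plus Ro 20-1724 25 µM / Compound: one concentration, 3.6 µM, in 0.4% DMSO / Schedule: compound incubation 1 h at room temperature, readout 45 min post-stimulation / Measured by: membrane potential fluorescence / Read-out: % inhibition of NPY effect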
p47phox inh = blocks human p47phox regulatory protein of NADPH oxidases; P14598; p47phox/p22phox peptide binding, fluorescence polarization, 2 h; inhibition, % at 24.7 µM; 220,000 compounds, 0.53% hits;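 active = inhibition above about 30%, limit read from the data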;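 note: 0% = p47phox with labelled peptide and 100% = labelled peptide alone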
Target sequence (P14598 whole entry, looked up): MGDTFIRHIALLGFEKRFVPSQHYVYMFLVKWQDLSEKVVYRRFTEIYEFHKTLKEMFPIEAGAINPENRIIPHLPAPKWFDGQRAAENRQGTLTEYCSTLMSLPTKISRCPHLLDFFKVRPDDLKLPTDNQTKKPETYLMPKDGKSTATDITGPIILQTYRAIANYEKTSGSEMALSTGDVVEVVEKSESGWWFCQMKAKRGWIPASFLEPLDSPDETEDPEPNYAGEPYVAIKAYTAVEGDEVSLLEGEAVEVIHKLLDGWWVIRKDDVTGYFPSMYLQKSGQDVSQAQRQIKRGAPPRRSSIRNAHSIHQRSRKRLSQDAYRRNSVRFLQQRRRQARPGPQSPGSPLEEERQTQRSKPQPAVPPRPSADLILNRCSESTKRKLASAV
Ba/F3 V617F tox = loss of viability in JAK2V617F-driven Ba/F3 cells | Ba/F3 EpoR-JAK2V617F viability, ATP luminescence | inhibition, % at 5.6 µM | 220,000 compounds, 1.1% hits;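 active = inhibition above the campaign mean plus 3 SD over all tested compounds, cut at about 24% in these data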;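 note: cytokine-independent growth of Ba/F3 cells driven by EpoR plus mutant JAK2; 0% = DMSO-treated cells and 100% = JAK inhibitor I control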
CHOP inhibitor = CHOP inhibition in unfolded protein response | CHO-K1 CHOP-promoter luciferase, tunicamycin-induced, 15-18 h | inhibition, % at 10 µM | 220,000 compounds, 3.8% hits | AID 2732;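 active = compounds that reduced the stress-induced luciferase reporter signal by more than about 70% of percent inhibition, limit read from the data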;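 note: 0% = tunicamycin plus vehicle and 100% = wells without tunicamycin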
S1P4 antagonist = antagonists of human S1P4 receptor; O95977; S1P4-expressing cells, antagonist mode, reporter read-out; inhibition, % at 4.98 µM; 220,000 compounds, 0.26% hits; AID 1510; in the data active = inhibition above about 29%;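 note: 0% = wells stimulated with agonist and 100% = vehicle wells without agonist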
* hit, by the source's call; nt = not tested or not shown.

A first look, two compounds:
SMILES	S1P4 agonist	NPY-Y2 PAM-ag	NPY-Y1 PAM-ag	BaF3 parental	NPY-Y1 antag	p47phox inh	Ba/F3 V617F tox	CHOP inhibitor	S1P4 antagonist
Cc1cc(C(=O)N/N=C/c2c(C)[nH]c3ccccc23)n[nH]1	0.6	-9.1	9.0	-4.6	nt	-4.7	-0.8	-14.0	13.1
CC1(CC(=O)N/N=C/c2cc(Br)c(O)cc2O)OCCO1	-0.1	0.2	13.5	2.4	0.7	0.6	-0.9	50.3	2.1

The listing, from the first entry:
SMILES	S1P4 agonist	NPY-Y2 PAM-ag	NPY-Y1 PAM-ag	BaF3 parental	NPY-Y1 antag	p47phox inh	Ba/F3 V617F tox	CHOP inhibitor	S1P4 antagonist
Cc1cc(C(=O)N/N=C/c2c(C)[nH]c3ccccc23)n[nH]1	0.6	-9.1	9.0	-4.6	nt	-4.7	-0.8	-14.0	13.1
CC1(CC(=O)N/N=C/c2cc(Br)c(O)cc2O)OCCO1	-0.1	0.2	13.5	2.4	0.7	0.6	-0.9	50.3	2.1
COc1ccccc1C(=O)N1CCN(C2CCN(Cc3ccccc3)CC2)CC1	-0.6	10.3	-20.4	8.0	-6.1	-10.1	0.7	4.3	-5.8
CCn1c(C(C)NC(=O)c2ccccc2C)n[nH]c1=S (centres undefined)	-0.6	0.3	-3.1	-1.1	-0.5	-2.8	-0.8	-1.1	2.5
Cc1ccccc1-c1nnn(CC(=O)N2CCN(S(=O)(=O)c3ccc(Cl)cc3)CC2)n1	-2.2	-8.2	-12.7	3.8	1.4	2.2	-2.0	48.8	2.4
CSc1ccccc1-n1nnnc1SCC(=O)NCc1cccs1	0.2	7.6	-11.3	2.0	3.3	-6.9	1.9	7.3	6.1
CC(=O)Nc1nc2n(n1)C(c1ccccc1)C=C(c1ccccc1)N2 (centres undefined)	-2.2	3.5	-11.4	-0.3	0.7	-11.3	1.4	32.9	11.3
O=C(CNC(=O)c1ccc(Cl)cc1)N/N=C/c1cccnc1	2.6	10.4	6.1	-4.5	nt	-2.3	1.1	-7.1	-18.6
COc1ccc(CCNc2nc(-c3sc(C)nc3C)cs2)cc1OC	-3.6	8.3	-16.7	3.6	6.7	-15.8	-0.6	21.7	26.3
COc1cc(NC(=O)CCCC(=O)OCC(F)(F)C(F)F)nc(OC)n1	-0.7	4.2	32.2	6.1	-0.1	-12.1	-3.6	12.5	-21.3
CCOC(=O)c1c(C)[nH]c(C)c1C(=O)CSc1nnc(-c2ccc(OC(F)F)cc2)o1	0.5	0.8	17.4	8.3	-5.0	-1.2	1.3	36.7	-14.4
COc1ccc(-c2nnc(SCC(=O)Oc3ccc(C)cc3)o2)cc1	1.1	-13.4	-23.0	-1.0	4.0	-17.8	-2.6	41.4	-3.8
O=C(CN1C(=O)C2C3C=CC(C3)C2C1=O)Nc1ccc(S(=O)(=O)Nc2nccs2)cc1 (centres undefined)	-0.5	-1.4	28.3	-6.5	nt	-2.6	2.8	13.0	-13.6
O=C(CCc1ccccc1)NC(NC(=S)Nc1ccc(Br)cc1)C(Cl)(Cl)Cl (centres undefined)	2.6	23.1	34.1	3.9	-3.1	-9.6	-2.3	60.4	1.7
CCC(C)/C(C)=N/NC(=O)C1COc2ccccc2O1 (centres undefined)	0.4	-14.6	-15.8	6.3	12.5	-0.1	4.6	-8.4	-13.7
Fc1ccc(-c2nnc(Cc3nnc(-c4ccc(F)cc4)o3)o2)cc1	-0.1	4.2	-16.3	-0.3	5.4	-6.4	-3.9	-7.3	-6.5
O=S(=O)(Cc1cccc(F)c1)c1c[nH]c2ccccc12	3.6	0.5	11.2	1.3	2.1	2.0	-1.2	36.8	-15.4
CCOC(=O)C1(c2ccccc2)NC(c2ccc(N(C)C)cc2)C2C(=O)N(C)C(=O)C21 (centres undefined)	-0.1	-1.1	-18.3	2.2	-2.9	nt	0.8	nt	3.6
CC(C)(C)OC(=O)N1CCC(c2c(C(=O)O)cnn2-c2ccccc2Cl)CC1	1.4	15.1	11.3	3.7	7.1	-17.1	1.2	41.4	-0.4
Cc1cc2ncn(-c3ncnc4sc5c(c34)CCCC5)c2cc1C	1.8	-8.7	0.1	5.1	3.6	-10.4	2.3	31.8	-5.0
Cc1cc(C(=O)Cn2cc(C(F)(F)F)ccc2=O)c(C)n1-c1ccccc1	0.0	2.0	10.6	2.2	-3.0	-7.3	0.0	18.0	1.9
COC(=O)c1ccc(Sc2nnnn2-c2ccccc2)c([N+](=O)[O-])c1	1.6	-18.3	6.6	0.2	-1.1	-14.7	-3.3	-26.6	3.2
CCOc1ccccc1N1CCN(C(=S)NCc2ccco2)CC1	2.2	-5.0	-1.6	6.4	3.5	-9.8	-0.7	12.0	0.5
CCOC(=O)c1cn(CC(=O)Nc2cccc(Cl)c2C)nn1	-0.8	-11.2	-20.6	-3.2	12.1	-14.5	-2.7	18.2	-2.1
Clc1ccc(-n2nnnc2-c2cnc(-c3ccccn3)nc2-c2cccs2)cc1	-0.5	-5.9	-30.0	2.6	7.4	-16.6	-2.1	-55.8	-10.6
O=C(Cn1nnc(-c2ccncc2)n1)N1CCc2ccccc21	-2.6	6.9	-2.9	3.6	-0.5	7.2	3.9	9.8	-16.1
CCOC(=O)c1cc(NC(=O)c2cccnc2)cc(C(=O)OCC)c1	1.7	9.8	7.1	-1.9	-8.4	-9.0	-3.4	15.0	-18.7
O=C(OCCN1C(=O)c2ccccc2C1=O)c1cccs1	0.6	5.5	11.1	7.1	0.6	-5.4	-3.9	8.1	-16.2
COc1ccc(NC2=C(Cl)C(=O)N(CCc3ccccc3)C2=O)c(OC)c1	1.5	-9.8	-23.7	2.8	9.8	-7.0	-1.2	35.3	-33.5
COc1cccc(NC(=O)Cn2c3ccccc3c3nc4n(c(=O)c32)CCS4)c1	-1.4	-0.2	-13.9	1.8	-0.7	8.1	1.8	25.2	-1.1
CCC(C)c1ccc(NC(=S)NCCn2cc(Br)cn2)cc1 (centres undefined)	1.9	0.2	-6.8	4.3	11.5	22.6	3.2	71.5*	-1.8
O=C(O)c1cc(N/N=C/c2ccc3c(c2)OCCO3)ccc1Cl	1.0	-2.2	-7.2	2.9	-2.2	-7.0	-3.9	72.2*	-13.9
O=C(C1=NN[C@@H]2C(=O)N(Cc3ccccc3)C(=O)[C@H]12)c1ccc(F)cc1	-0.2	-5.9	15.3	-3.8	nt	-7.8	-4.4	13.6	-16.7
CCN(CC(=O)NC(C)(C)C)C(=O)C(c1ccccc1)c1ccccc1	0.7	-4.8	0.7	2.3	2.5	3.7	1.6	10.6	0.1
Cc1cc(C(=O)O/N=C(\N)c2ccncc2)ccc1[N+](=O)[O-]	-0.9	3.5	-10.3	1.0	nt	-0.9	4.2	-24.1	8.8
Cn1c(SCC(=O)NCC2CCCO2)nnc1-c1c[nH]c2ccccc12 (centres undefined)	1.6	4.3	4.3	0.8	2.8	-1.4	-5.1	42.2	-5.1
C=CCn1c(C)cc(C(=O)COc2ccc(C)nc2[N+](=O)[O-])c1C	-1.6	-2.0	-3.4	6.7	-0.3	-6.1	0.2	33.1	-8.8
CC1CCCC(C)N1CC(O)COc1c(F)cc(Br)cc1F (centres undefined)	2.0	-8.2	1.9	7.9	5.0	-1.4	3.7	-3.8	-14.1
Cc1cccc(N=c2c([N+](=O)[O-])nn(-c3ccc(Cl)cc3)n2O)c1	2.6	-0.1	-0.8	5.4	8.8	-1.4	0.3	32.9	-11.1
CC(C)C(=O)Nc1cccc(-c2csc(-c3ccccc3)n2)c1	2.9	5.1	5.2	2.7	-1.0	-20.6	-2.0	56.4	-2.3
Cn1nnnc1SCC(=O)NC(=O)NCc1ccccc1	-0.5	4.3	12.0	0.9	-5.3	1.5	-3.1	1.7	-20.6
Fc1ccc(-c2nnc(CN3CCC(c4nc5ccccc5s4)CC3)o2)cc1	1.4	4.2	-8.9	4.9	3.8	-10.7	-2.4	56.4	4.9
O=C(CNC(=O)C(c1ccccc1)c1ccccc1)N/N=C\c1cccc(O)c1	1.0	11.2	-1.1	-0.1	nt	-7.2	2.3	34.0	-4.0
Cc1ccnc(N2CCN(C(=O)CSc3nc4ccccc4nc3N3CCCCC3)CC2)c1	-0.4	-1.6	-17.0	5.5	14.6	-3.5	1.1	46.2	-9.5
Nc1c(C(=O)O)cnc2c(-c3ccc(Cl)cc3)cnn12	0.0	15.0	18.6	5.8	0.3	0.9	-2.4	11.8	-11.5
Cc1ccc(S(=O)(=O)C(C#N)c2nc3ccccc3nc2OCCO)cc1 (centres undefined)	-0.4	-1.2	9.5	5.5	4.2	-3.5	0.3	22.1	-22.2
COc1ccc(CN2CCN(C(=O)c3cccnc3)CC2)cc1Br	0.2	-6.6	-9.8	1.5	-1.1	11.1	4.4	-0.9	11.1
COC(=O)CCC(=O)NNC(=O)Cc1ccccc1	-0.1	-10.9	-21.9	1.6	-0.2	9.9	-1.3	28.8	-10.2
COC(=O)c1c(-c2cc(C)ccc2C)csc1NC(=O)C1CC=CCC1C(=O)O (centres undefined)	2.1	-10.2	9.6	3.9	7.0	-13.2	-2.1	20.9	-10.5
CC(=C/C(=O)O)/C=C/c1ccco1	1.9	3.0	-2.1	2.0	-0.5	-9.9	0.3	-4.9	5.4
CN1CSC2=C(C#N)C(c3cccc(OCc4ccccc4)c3)CC(=O)N2C1 (centres undefined)	0.3	-0.6	3.1	7.7	2.8	-15.4	-2.1	3.2	-12.8

Not a retest: 12 of the compounds above.
SMILES	S1P4 agonist	NPY-Y2 PAM-ag	NPY-Y1 PAM-ag	BaF3 parental	NPY-Y1 antag	p47phox inh	Ba/F3 V617F tox	CHOP inhibitor	S1P4 antagonist
C=CCn1c(C)cc(C(=O)COc2ccc(C)nc2[N+](=O)[O-])c1C	-1.6	-2.0	-3.4	6.7	-0.3	-6.1	0.2	33.1	-8.8
CC1CCCC(C)N1CC(O)COc1c(F)cc(Br)cc1F (centres undefined)	2.0	-8.2	1.9	7.9	5.0	-1.4	3.7	-3.8	-14.1
Cc1cccc(N=c2c([N+](=O)[O-])nn(-c3ccc(Cl)cc3)n2O)c1	2.6	-0.1	-0.8	5.4	8.8	-1.4	0.3	32.9	-11.1
CC(C)C(=O)Nc1cccc(-c2csc(-c3ccccc3)n2)c1	2.9	5.1	5.2	2.7	-1.0	-20.6	-2.0	56.4	-2.3
Cn1nnnc1SCC(=O)NC(=O)NCc1ccccc1	-0.5	4.3	12.0	0.9	-5.3	1.5	-3.1	1.7	-20.6
Fc1ccc(-c2nnc(CN3CCC(c4nc5ccccc5s4)CC3)o2)cc1	1.4	4.2	-8.9	4.9	3.8	-10.7	-2.4	56.4	4.9
O=C(CNC(=O)C(c1ccccc1)c1ccccc1)N/N=C\c1cccc(O)c1	1.0	11.2	-1.1	-0.1	nt	-7.2	2.3	34.0	-4.0
Cc1ccnc(N2CCN(C(=O)CSc3nc4ccccc4nc3N3CCCCC3)CC2)c1	-0.4	-1.6	-17.0	5.5	14.6	-3.5	1.1	46.2	-9.5
Nc1c(C(=O)O)cnc2c(-c3ccc(Cl)cc3)cnn12	0.0	15.0	18.6	5.8	0.3	0.9	-2.4	11.8	-11.5
Cc1ccc(S(=O)(=O)C(C#N)c2nc3ccccc3nc2OCCO)cc1 (centres undefined)	-0.4	-1.2	9.5	5.5	4.2	-3.5	0.3	22.1	-22.2
COc1ccc(CN2CCN(C(=O)c3cccnc3)CC2)cc1Br	0.2	-6.6	-9.8	1.5	-1.1	11.1	4.4	-0.9	11.1
COC(=O)CCC(=O)NNC(=O)Cc1ccccc1	-0.1	-10.9	-21.9	1.6	-0.2	9.9	-1.3	28.8	-10.2

From PubChem
